Screening data (PubChem)
SENP7 inh: SENP7 protease inhibitors, primary screen, biochemical, luminescence, uHTS; Sentrin-specific protease 7 (Homo sapiens), Q9BQF6; actives 1.5% (n = 330,000); inhibition, % at 5 µM; AID 434973, 2010; recombinant SENP7, Z-RLRGG-aminoluciferin luminescence, 40 min;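 active = inhibition above about 50% at the single test dose, limit read from the data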;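 also: plate controls were DMSO with enzyme for no effect and no enzyme buffer wells for full effect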
Target sequence (Q9BQF6 706-1050 limits assumed): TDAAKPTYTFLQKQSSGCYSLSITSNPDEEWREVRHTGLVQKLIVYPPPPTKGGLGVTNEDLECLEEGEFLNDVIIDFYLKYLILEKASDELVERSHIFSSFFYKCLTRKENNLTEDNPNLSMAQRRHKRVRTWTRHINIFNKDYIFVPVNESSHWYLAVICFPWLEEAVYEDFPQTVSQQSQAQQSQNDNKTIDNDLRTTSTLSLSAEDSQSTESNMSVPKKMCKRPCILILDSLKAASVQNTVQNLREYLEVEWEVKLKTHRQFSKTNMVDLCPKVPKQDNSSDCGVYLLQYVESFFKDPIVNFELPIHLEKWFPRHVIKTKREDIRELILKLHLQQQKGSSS
UBC13 inh: UBC13 polyubiquitin chain formation inhibitors, primary screen, biochemical, TR-FRET, uHTS. Ubiquitin-conjugating enzyme E2 N (Homo sapiens), P61088. inhibition, % at 20 µM. AID 485273, 2010. actives 0.47% (n = 330,000); in the data active = inhibition above about 45%, passing the limit was not always enough
Target sequence (P61088 whole entry, looked up): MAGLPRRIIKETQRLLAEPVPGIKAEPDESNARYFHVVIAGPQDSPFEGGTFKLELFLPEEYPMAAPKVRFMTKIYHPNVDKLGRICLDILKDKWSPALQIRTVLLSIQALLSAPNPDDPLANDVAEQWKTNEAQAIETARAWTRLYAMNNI
PfG6PD inh: PfG6PD enzyme inhibitors, primary screen, biochemical, fluorescence intensity, uHTS. glucose-6-phosphate dehydrogenase-6-phosphogluconolactonase (Plasmodium falciparum 3D7). PfGluPho enzyme, NADPH resazurin-diaphorase fluorescence. inhibition, % at 20 µM. actives 0.78% (n = 350,000);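 active = inhibition reaching at least a set limit at 20 µM in the primary screen, cut at about 59% in these data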;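 also: 0% = DMSO wells with substrate and 100% = DMSO wells lacking glucose-6-phosphate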
SENP8 block-1: human SENP8 protease inhibitors, primary screen, biochemical, fluorescence, Nedd8 protein substrate, uHTS. actives 0.64% (n = 360,000). Sentrin-specific protease 8 (Homo sapiens), Q96LD8. inhibition, % at 20 µM. AID 602440, 2012. recombinant SENP8; in the data active = inhibition mostly above about 40%, no sharp cut-off; inactive = mostly below about 27%
Target sequence (Q96LD8 whole entry, looked up): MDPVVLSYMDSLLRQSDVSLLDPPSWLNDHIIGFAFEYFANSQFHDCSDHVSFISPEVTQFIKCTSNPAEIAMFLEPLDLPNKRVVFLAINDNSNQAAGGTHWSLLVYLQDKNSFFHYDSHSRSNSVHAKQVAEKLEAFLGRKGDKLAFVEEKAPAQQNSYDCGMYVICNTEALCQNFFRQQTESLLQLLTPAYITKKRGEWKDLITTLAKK
SENP8 block-2: SENP8 protease inhibitors, primary screen, biochemical, luminescence; purified SENP8, Z-RLRGG-aminoluciferin cleavage; inhibition, % at 10 µM; actives 1.2% (n = 330,000); AID 2540, 2010; in the data active = inhibition above about 50%
SENP6 block: SENP6 protease inhibitors, primary screen, biochemical, luminescence, uHTS; inhibition, % at 10 µM; AID 2599, 2010; actives 1.8% (n = 330,000); Recombinant SENP6 catalytic domain, aminoluciferin luminescence; Sentrin-specific protease 6 (Homo sapiens), Q9GZR1;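 active = inhibition above about 50% at the single tested dose, limit read from the data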;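 also: plate controls were DMSO wells with enzyme for no effect and DMSO wells lacking enzyme for full effect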
SENP1 inh: human SENP1 catalytic domain inhibitors, primary screen, biochemical, FRET, uHTS | Sentrin-specific protease 1 (Homo sapiens), Q9P0U3 | actives 0.21% (n = 360,000) | inhibition, % at 10 µM | recombinant SENP1 catalytic domain, CyPet-SUMO1-YPet FRET cleavage;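 active = inhibition at least 30% at 10 µM, raw YFP signal under a set limit, fluorescence ratio 0.5 to 1.5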;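 also: 0% = enzyme with DMSO and 100% = no enzyme wells; some results filed as inactive read as strong as hits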
Target sequence (Q9P0U3 419-644 limits assumed): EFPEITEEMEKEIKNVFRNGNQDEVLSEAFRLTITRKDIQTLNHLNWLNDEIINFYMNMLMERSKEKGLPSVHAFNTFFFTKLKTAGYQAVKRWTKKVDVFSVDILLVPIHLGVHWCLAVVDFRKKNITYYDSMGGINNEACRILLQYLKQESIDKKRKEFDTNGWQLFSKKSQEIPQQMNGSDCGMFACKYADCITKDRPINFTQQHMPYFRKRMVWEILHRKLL
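Controls: no-enzyme wells low, DMSO-plus-enzyme wells high control. Test system: human recombinant His6-tagged SENP1 catalytic domain enzyme. Reagent: SFCypet-SUMO1-SFYpet FRET protein substrate, 25 nM final. Doses: one dose per compound, 10 µM, 0.5% DMSO. Detection: FRET, CFP and YFP emission. Timing: 50 min reaction at room temperature.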
MIN6 prolif: inducers of MIN6 beta-cell proliferation, primary screen, ATP luminescence, uHTS. proliferation, % at 10 µM. MIN6 cells proliferation, ATPlite luminescence, 48 h; cells starved in 0.2% serum; 100% = growth in 10% serum. actives 0.29% (n = 330,000);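 active = compounds whose signal lies at least 3.5 SD above the mean of all wells on their plate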;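 also: 0% = DMSO-treated cells in low-serum medium and 100% = 10% serum control; some compounds called inactive have numbers as strong as hits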
HKDC1 inhibitor: HKDC1 hexokinase inhibitors, primary screen, biochemical, fluorescence, uHTS; actives 0.16% (n = 340,000); AID 493160, 2011; recombinant HKDC1, G6PDH/diaphorase resazurin coupled fluorescence; inhibition, % at 20 µM; Q2TB90;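 active = inhibition above about 35% when tested at 20 µM, limit read from the data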;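 also: plate controls were DMSO wells with enzyme for no effect and DMSO wells lacking enzyme for full effect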
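test system = in-house recombinant HK5 (HKDC1) enzyme | amount = HKDC1 at 5 µg/mL | control set = DMSO-enzyme wells negative, buffer-substituted wells positive | compound = one dose of 20 µM, 1% DMSO | schedule = reaction time 90 min, room temperature, protected from light | technique = resorufin fluorescence at 613 nm | reagent = glucose with 1 mM ATP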
An asterisk follows results filed as active; / = not tested or not shown.

nr	canonical_smiles	SENP7 inh	UBC13 inh	PfG6PD inh	SENP8 block-1	SENP8 block-2	SENP6 block	SENP1 inh	MIN6 prolif	HKDC1 inhibitor
1	CCOC(=O)C1=C(CSc2nc3ccccc3s2)NC(=O)NC1c1ccc(OC)cc1 (stereo not drawn)	-6.7	-7.5	-3.3	14.1	-7.8	-11.7	-1.2	-3.7	3.6
2	CC(=O)c1ccc(Oc2ncnc3sccc23)c(CN2CCOCC2)c1	3.7	1.2	5.1	-3.6	4.6	-0.9	-3.7	-1.6	-0.9
3	CCn1c(C)c(C2=CCN(S(=O)(=O)c3ccc(C)cc3)CC2)c2ccccc21	-3.2	1.1	4.6	-138.3	1.8	-13.4	-29.6	-1.3	-2.8
4	CCO[C@@H]1OC(C(=O)N2CCOCC2)=C[C@H](C2CCCCC2)[C@H]1CCCO	-8.1	-3.6	5.5	12.4	0.7	-17.2	1.5	-3.0	3.4
5	COCCNS(=O)(=O)c1ccc2c(c1)oc(=O)c1cc(S(=O)(=O)NCCOC)ccc12	-1.3	-2.2	/	/	5.1	-8.2	/	-2.2	/
6	Cc1ccccc1Nc1nc(CSc2nnnn2-c2ccccc2)cs1	8.0	-15.7	53.7	9.9	5.3	1.3	2.7	-3.7	-3.7
7	COc1ccc2[nH]c3c(c2c1)CCN1C(=O)N([C@@H](C)C(=O)NCc2ccccc2)C(=O)[C@]31C	-3.2	-3.0	-5.9	-8.1	4.2	-5.3	-13.7	-2.8	0.3
8	Fc1ccc(F)c(CN2CCN(c3ncccn3)CC2)c1	-8.0	-8.6	-9.7	11.2	-5.7	-19.4	2.0	-2.7	11.3
9	C[C@H](CO)N1C[C@H](C)[C@@H](CN(C)S(C)(=O)=O)Oc2ccc(NC(=O)C3CCCCC3)cc2C1=O	2.9	18.0	-21.9	5.2	6.1	-0.4	2.8	-0.3	-4.0
10	O=C(C1CC1)N(CCN(Cc1ccccc1)C(=O)C1CC1)Cc1ccccc1	2.6	9.6	2.0	25.4	3.2	-11.8	0.5	1.3	-1.1
11	COc1ccc(S(N)(=O)=O)cc1C(=O)NCC(C)(C)N1CCCCC1	-4.3	0.6	-16.9	-1.9	-6.4	14.4	1.3	0.1	-1.6
12	CC(=O)c1ccc(N2CCN(CC3CCCCC3)CC2)cc1	-6.6	8.1	9.8	-22.8	4.5	8.6	3.1	3.8	-2.1
13	Cc1ccc(C(=O)NCCc2c[nH]c3ccccc23)s1	10.5	1.2	-12.2	7.1	-7.0	22.6	-0.5	-1.5	-0.6
14	CC(C)COc1ccc(C(=O)OCCN2CCCCC2)cc1	5.5	8.1	-8.4	24.3	-1.8	-2.1	-1.2	-1.6	-4.6
15	Cc1cc(Br)cc(C)c1NC(=S)NC(=O)CC(C)C	-2.9	5.1	5.3	6.6	-4.5	-3.9	-2.0	-3.9	1.4
16	Cc1ccc(S(=O)(=O)N(C)CC(=O)N2CCN(c3ccccn3)CC2)cc1	-0.6	0.2	-3.4	-2.2	1.1	11.4	0.5	-2.1	-0.6

Reformatted as labelled records: three of the compounds above
[13] Cc1ccc(C(=O)NCCc2c[nH]c3ccccc23)s1
  SENP7 inh: 10.5 | UBC13 inh: 1.2 | PfG6PD inh: -12.2 | SENP8 block-1: 7.1 | SENP8 block-2: -7.0 | SENP6 block: 22.6 | SENP1 inh: -0.5 | MIN6 prolif: -1.5 | HKDC1 inhibitor: -0.6
[14] CC(C)COc1ccc(C(=O)OCCN2CCCCC2)cc1
  SENP7 inh: 5.5 | UBC13 inh: 8.1 | PfG6PD inh: -8.4 | SENP8 block-1: 24.3 | SENP8 block-2: -1.8 | SENP6 block: -2.1 | SENP1 inh: -1.2 | MIN6 prolif: -1.6 | HKDC1 inhibitor: -4.6
[15] Cc1cc(Br)cc(C)c1NC(=S)NC(=O)CC(C)C
  SENP7 inh: -2.9 | UBC13 inh: 5.1 | PfG6PD inh: 5.3 | SENP8 block-1: 6.6 | SENP8 block-2: -4.5 | SENP6 block: -3.9 | SENP1 inh: -2.0 | MIN6 prolif: -3.9 | HKDC1 inhibitor: 1.4

Other compounds follow.
nr	canonical_smiles	SENP7 inh	UBC13 inh	PfG6PD inh	SENP8 block-1	SENP8 block-2	SENP6 block	SENP1 inh	MIN6 prolif	HKDC1 inhibitor
17	C=CCOc1ccc(-c2nc3c(c(=O)[nH]c(=O)n3CCCC)n2C)cc1OC	-1.6	8.0	-2.5	-387.1	-2.0	-0.2	-1.2	11.8*	-9.9
18	Cc1ccc(C(=O)N/C(=C/c2ccco2)C(=O)NC2CCS(=O)(=O)C2)cc1 (stereo not drawn)	-3.1	-3.7	-8.3	0.8	-1.8	-18.3	-8.3	0.1	-7.7
19	COc1ccccc1CN1CCC(n2nccc2NC(=O)CCCc2ccccc2)CC1	6.8	9.6	15.3	7.2	-3.7	-10.3	-3.9	-1.9	-3.4
20	COc1cccc(/C=C(/C(=O)OCC(=O)NC2CCCCCCC2)c2ccccc2)c1	0.4	4.0	-1.2	-5.1	3.1	-8.9	1.0	-5.6	1.1
21	CCCCCCC(=O)Nc1ccc(C(=O)N2CCCC2)cc1	3.1	9.3	1.7	5.5	-3.5	-19.4	3.4	-0.2	5.7
22	CC(Oc1ccc(Cl)cc1Cl)C(=O)NN=C1CCN(C)CC1 (stereo not drawn)	-2.1	14.2	14.8	0.2	-2.6	-9.4	1.4	1.2	-9.6
23	Cc1ccccc1NC(=O)CCC(=O)N/N=C/c1c[nH]c2ccccc12	4.8	-10.3	-12.7	19.4	5.7	-10.3	-0.6	-2.5	2.5
24	COc1ccccc1-n1c(SCC(=O)N2CCOCC2)nc(O)cc1=O	-1.7	-2.1	-17.9	4.0	-1.0	-1.5	-0.1	2.5	0.7
25	COc1ccc2oc(=O)cc(C)c2c1	6.7	1.6	0.0	-371.5	3.4	-2.9	-7.3	0.7	-2.6
26	COc1ccccc1CNC(=O)CN(C)S(=O)(=O)c1ccc(Br)s1	-4.8	10.7	-3.9	2.6	0.8	-18.5	-1.0	0.0	2.9
27	O=c1oc2ccc(Cl)cc2cc1-c1ccccc1	-2.5	-2.2	11.9	-409.0	-14.4	-16.6	-1.6	0.0	13.6
28	N#Cc1nc(N2CCOCC2)nc(N2CCOCC2)n1	7.5	-1.9	-8.4	17.3	3.8	1.1	1.2	-0.3	-6.5
29	CCC1Oc2ccc(C)cc2N(CC(=O)NCC2COc3ccccc3O2)C1=O (stereo not drawn)	3.3	8.3	10.9	8.2	23.7	24.4	-0.6	0.3	-1.7
30	O=C(c1ccc(C(=O)N2CCCCCC2)cc1)N1CCCCCC1	4.6	5.6	-26.0	34.1	0.4	-6.8	1.6	-0.9	-7.7
31	C=CCN1C(=O)/C(=C/c2ccccc2)S/C1=N/c1nccs1	6.4	-5.6	-13.3	19.4	5.6	14.8	-47.5	-1.4	-5.5
32	O=C(O)C1C2C=CC3(CN(c4cccc(C(F)(F)F)c4)C(=O)C13)O2 (stereo not drawn)	2.1	-4.8	11.7	9.9	-1.5	3.3	-0.7	-3.3	-5.3
33	O=C(Nc1nnc(-c2ccccc2)o1)C1CCCCC1	-11.6	-2.2	-0.5	7.9	-10.7	-10.3	1.5	0.6	-2.5
34	Cc1nc2ccc(C(=O)O)cc2[nH]1	2.4	4.1	-6.2	21.5	0.9	4.7	1.1	-2.2	16.2
35	COc1ccc(CN(C)CCc2ccccn2)c(OC)c1OC	6.3	5.3	-6.1	3.9	-6.2	-2.9	1.9	-2.0	-1.4
36	CCN1C(=O)CC(N2CCN(c3ccc(C(=O)c4ccncc4)cc3)CC2)C1=O (stereo not drawn)	-0.6	-6.1	-6.7	16.3	6.6	-15.1	1.0	2.5	-12.0
37	NNC(=O)CCc1c[nH]c2ccccc12	-13.9	-5.8	-0.4	13.7	-9.2	-0.8	1.2	-0.6	-1.7
38	CC(C)NC(=O)c1ccc(OC2CSC2)cc1	-7.1	-8.4	5.8	26.9	-7.5	-6.4	-0.8	-1.6	6.2
39	Cc1ccc(-c2nn(CCC(=O)Nc3cccnc3)c(=O)c3ccccc23)cc1	-6.3	0.8	7.1	27.0	-1.7	-11.6	-1.8	-1.9	-0.8
40	CCCOc1ccc(C(=O)N2CCCc3ccccc32)cc1	-8.0	-0.3	-6.6	10.7	-18.7	0.0	2.3	-1.8	3.1
41	N#Cc1cncc(C#Cc2ccccc2)c1	-14.4	6.9	-0.6	10.0	-13.7	-4.5	-0.3	-2.5	-0.6
42	CCOC(=O)C/C(C)=N/NC(=O)Nc1ccccc1	4.2	2.8	-10.0	13.6	1.2	8.5	1.2	0.0	-6.2
43	CC(=O)c1ccc(NC(=O)C(NC(=O)c2ccccc2)=C(C)C)cc1	9.1	7.7	0.6	-0.2	2.2	3.7	0.2	0.0	-5.7
44	CCNS(=O)(=O)c1ccc(CCC(=O)Nc2ccccc2C(=O)OC)cc1	10.2	-1.0	-12.1	-5.6	0.1	0.9	1.7	-1.1	0.2
45	CC(C)C12CN3CCN(CC(C3)/C1=N\NC(=O)Nc1ccccc1)C2	0.9	-1.1	-11.5	22.7	-8.7	-24.0	0.0	-2.2	-4.5
46	CCSc1ncnc2sc(C)c(C)c12	-5.7	6.2	-10.0	3.5	2.6	2.8	0.9	0.0	-5.1
47	CCOC(=O)Nc1ccc2c(c1)nc(CN1CCN(C(C)=O)CC1)n2C	-7.3	-2.4	-15.7	-5.6	-2.6	-0.5	-4.4	-3.0	6.0
48	Cc1ccc(/C=C2\SC(=O)N(CCNC(=O)C3CSC4(C)CCC(=O)N34)C2=O)cc1 (stereo not drawn)	3.6	-8.0	3.8	-1.0	4.4	-1.3	-0.8	-1.3	3.6
49	O=C(c1nc2ccccn2c1CNCCOc1cccnc1)N1CCOCC1	-1.2	-1.0	-0.7	0.0	-2.5	-23.6	0.2	1.3	-5.8
50	CCOc1ccccc1-n1c(SCC(=O)N2CCCc3ccccc32)nnc1-c1cccnc1	3.0	9.5	11.6	14.9	-5.7	-8.8	6.3	6.6*	-3.6

This is a random part of the collection, and some 4% of all compounds hit somewhere here.
